aDG glyco act: increases alpha dystroglycan glycosylation; Pro5-aDG cells, alpha-DG glycosylation AlphaScreen (IIH6); 0% Pro5, 100% B10-LARGE cell signal; activation, % at 10 µM; actives 0.22% (n = 360,000); AID 624168;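 active = activation of at least 8% versus controls, or a plate z-score of at least 8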;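 also: Pro5 are CHO cells carrying HIG-tagged alpha-DG that lacks glycosylation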
MC4R barr agon: activates human MC4R beta-arrestin recruitment; activation, % at 8.9 µM; U2OS MC4R beta-arrestin complementation, luminescence; percent of melanotan II response, DMSO zero; actives 0.98% (n = 360,000); P32245;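 active = activation above a per-plate cutoff, the mean activation of sample wells on that plate plus 3 SD, cut at about 8% in these data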
Target sequence (P32245 whole entry, looked up): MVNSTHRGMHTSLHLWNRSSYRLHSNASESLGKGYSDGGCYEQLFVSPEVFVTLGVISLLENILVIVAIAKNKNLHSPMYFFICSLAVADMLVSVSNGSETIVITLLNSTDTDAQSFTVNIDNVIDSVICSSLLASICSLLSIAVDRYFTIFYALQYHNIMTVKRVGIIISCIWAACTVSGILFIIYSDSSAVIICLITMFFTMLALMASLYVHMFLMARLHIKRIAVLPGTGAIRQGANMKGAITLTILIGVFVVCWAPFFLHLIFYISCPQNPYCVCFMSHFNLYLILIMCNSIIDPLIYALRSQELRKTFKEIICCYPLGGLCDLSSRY
ABCB6 inh MLPCN: blocks the human ABCB6 transporter; actives 0.19% (n = 360,000); fluorescence ratio to DMSO, % at 10 µM; K562-ABCB6 porphyrin accumulation, flow cytometry, 1 h; stronger effect = lower value; Q9NP58;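 active = fluorescence ratio to DMSO below 75%, the collection mean minus 3 SD; inconclusive = too few cells collected in the well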;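 also: signal is porphyrin accumulated inside mitochondria; 100% equals median channel fluorescence of DMSO control wells; lower ratio means ABCB6 inhibition with less porphyrin fluorescence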
HTR2A ag: agonists of mouse serotonin 5-HT2A receptor (HTR2A). P35363. CHO-K1 mHTR2A beta-arrestin complementation, luminescence; percent of 30 µM serotonin response. activation, % at 7.6 µM. actives 0.66% (n = 360,000);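 active = activation above a run cutoff, the mean activation of all tested compounds plus 3 SD, cut at about 14% in these data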;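 also: 0% = plate median of compound wells and 100% = 30 µM serotonin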
Target sequence (P35363 whole entry, looked up): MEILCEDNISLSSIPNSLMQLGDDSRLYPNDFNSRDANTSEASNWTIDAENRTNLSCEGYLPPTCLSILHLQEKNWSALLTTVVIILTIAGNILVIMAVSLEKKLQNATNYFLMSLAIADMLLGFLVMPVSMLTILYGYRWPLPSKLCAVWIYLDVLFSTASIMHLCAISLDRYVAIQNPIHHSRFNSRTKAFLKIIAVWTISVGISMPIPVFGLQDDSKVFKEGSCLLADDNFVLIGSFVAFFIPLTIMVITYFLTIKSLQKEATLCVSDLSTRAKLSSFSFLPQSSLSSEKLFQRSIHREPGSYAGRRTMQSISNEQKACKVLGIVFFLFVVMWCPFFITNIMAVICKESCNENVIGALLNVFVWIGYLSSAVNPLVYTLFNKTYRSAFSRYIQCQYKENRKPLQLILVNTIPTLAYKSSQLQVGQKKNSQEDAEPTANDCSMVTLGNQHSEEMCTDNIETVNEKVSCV
MC4R antag cAMP: human MC4R antagonism in cAMP assay. inhibition, % at 6.5 µM. P32245. MC4R-expressing cells, MTII-stimulated cAMP, LANCE TR-FRET. actives 0.48% (n = 360,000);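 active = inhibition above its plate's cutoff, the mean of tested wells on that plate plus 3 SD, cut at about 29% in these data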;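 also: 0% = Melanotan II alone and 100% = Melanotan II plus saturating MCL0020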
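material = U2OS cells stably expressing human melanocortin 4 receptor (MC4R) | also added = Melanotan II challenge | dosing = single nominal compound dose of 6.5 µM | detection = TR-FRET with Eu-cAMP and labeled anti-cAMP, 671 nm | replication = singlicate | timing = compound 30 min, challenge 1 h, detection 1 h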
Glyco luc inh: blocks N-linked glycosylation in D54 reporter cells. D54 ERlucT glycosylation luciferase reporter, 24 h; percent of 100 nM tunicamycin response. reporter increase, % at 12.5 µM. actives 0.23% (n = 360,000);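 active = mean luciferase reporter signal, scaled so untreated is 0 and the glycosylation-blocking control 100, at or above a set limit in every replicate; inconclusive = mean reaches the limit but not every replicate does; inactive = mean below the limit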;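 also: luciferase carries N-glycosylation sites so blocking glycosylation raises the light; 0% = median of neutral control wells and 100% = median of 100 nM tunicamycin wells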
Vif imaging: HIV Vif inhibition. actives 0.35% (n = 340,000). HEK293T cells, Vif self-association by quenched fluorescence, imaging, 24 h. inhibition, % at 7.49 µM; in the data active = inhibition above about 50%, passing the limit was not always enough; inconclusive = no clear call, values can overlap the other calls; inactive = below about 31%; also: some results filed as inactive read as strong as hits
CaV13 FRET inh: Primary screen for inhibitors of IQ motif and Ca2+-dependent inactivation inhibitor domain binding in CACNA1D, Förster resonance energy transfer in living cells, …; HEK cells, CFP/YFP FRET ICDI-IQ, plate reader, 10 min; percent FRET-ratio fall versus neutral wells; inhibition, % at 12.3 µM; actives 0.098% (n = 340,000);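 active = mean replicate inhibition of at least 30% and at least 1% of replicates passing that level; inconclusive = only one of the two criteria is met; inactive = neither criterion is met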;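 also: 0% = median of the neutral control wells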
H9c2 protect: protects H9c2 cardiomyocytes from peroxide injury | AID 588492 | protection from H2O2 cell death, % at 20 µM | H2O2 injury protection, ATPLite, 2 h | actives 0.63% (n = 360,000);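 active = compounds giving at least 50% protection of heart cells from peroxide-induced death in the single-dose screen, raw or plate-pattern-corrected value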;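 also: 0% = DMSO wells with peroxide and 100% = DMSO wells without peroxide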
PDI turbidity: PDI (human) enzyme inhibition; P07237; PDI insulin aggregation turbidity, A650, 90 min; inhibition, % at 10 µM; actives 0.052% (n = 350,000);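 active = mean inhibition across replicates of 30% or more, whatever share of single replicates reach that level; inconclusive = mean inhibition below 30% while every single replicate reaches 30%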;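 also: absorbance from insulin aggregation driven by PDI reduction with DTT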
* marks the source's active call; other numbers are inactive results; ? = inconclusive; . = not tested or not shown. This is a subset (hit frequency here may not be typical).

The opening 2 entries, to show the layout:
SMILES	aDG glyco act	MC4R barr agon	ABCB6 inh MLPCN	HTR2A ag	MC4R antag cAMP	Glyco luc inh	Vif imaging	CaV13 FRET inh	H9c2 protect	PDI turbidity
Cc1cc(C(=O)N2CCC3(CC2)OCCO3)no1	-0.1	-2.6	97.0	6.9	-2.7	.	.	.	6.6	7.7
COC(=O)C1=C(c2ccc(Cl)c(C(F)(F)F)c2)C[C@@H]2CC[C@H]1N2C(=O)NCC1CC1	0.5	-0.9	93.0	-1.1	0.9	-0.9	-5.1	-2.8	-3.7	9.9

The listing, from the start:
SMILES	aDG glyco act	MC4R barr agon	ABCB6 inh MLPCN	HTR2A ag	MC4R antag cAMP	Glyco luc inh	Vif imaging	CaV13 FRET inh	H9c2 protect	PDI turbidity
Cc1cc(C(=O)N2CCC3(CC2)OCCO3)no1	-0.1	-2.6	97.0	6.9	-2.7	.	.	.	6.6	7.7
COC(=O)C1=C(c2ccc(Cl)c(C(F)(F)F)c2)C[C@@H]2CC[C@H]1N2C(=O)NCC1CC1	0.5	-0.9	93.0	-1.1	0.9	-0.9	-5.1	-2.8	-3.7	9.9
CC(C)n1c(=O)c(C=Nc2ccc(F)cc2)c(O)n(Cc2ccco2)c1=O	-0.1	-2.8	101.0	-4.3	12.9	3.0	-3.0	2.2	7.2	25.6
Cn1c(O)c(/C=N/NC(=O)c2ccncc2)c(=O)n(C)c1=S	0.1	0.0	104.0	-4.3	8.5	-1.2	.	-2.7	-12.6	-3.6
CC1(C)C2CC=C(CN3CCOCC3)C1C2 (centres undefined)	-0.1	-0.3	96.0	3.0	0.8	-0.2	29.9	-5.6	-0.3	-5.9
CC(=O)N1Cc2cnnn2-c2ccccc2C1(C)C#N (centres undefined)	0.1	-1.1	97.0	-1.9	4.7	0.8	.	-5.9	16.7	7.4
Cc1ccccc1N1C(=O)NC(=O)/C(=C/c2ccc(N3CCOCC3)o2)C1=O	0.2	-1.2	103.0	3.9	-15.5	2.6	-11.5	-5.7	-3.5	21.2
O=C1NC(=O)C(=Cc2cc([N+](=O)[O-])ccc2N2CCCCC2)C(=O)N1	-0.6	-2.7	98.0	0.1	-3.6	0.6	59.0*	-5.0	6.3	15.6
Cc1cc(/C=C2\C(=O)NC(=O)N(c3cccc(F)c3)C2=O)c(C)n1-c1ccc(C(=O)O)c(Cl)c1	0.0	-1.3	100.0	3.8	-3.9	1.6	-2.6	-4.3	1.5	-9.4
CCOC(=O)COc1ccc2c(c1)c(C(C)=O)c(C)n2Cc1ccccc1	-0.4	-3.1	95.0	-6.9	-0.9	3.0	-4.6	-2.8	-12.8	-0.6
CCOC(=O)C1(CCc2ccccc2)CCN(C2CCSCC2)CC1	0.0	0.5	102.0	-3.2	0.2	-2.3	-1.3	2.9	-0.5	-4.5
NC(=O)c1ccc(OCCC(O)N2CC=C(c3ccc(F)cc3)CC2)cc1 (centres undefined)	0.0	-0.6	99.0	2.1	-1.4	0.7	189.5	-5.2	-6.2	1.2
CC/C(CC(c1ccccc1)c1c(O)c2ccccc2oc1=O)=N\NC(N)=S (centres undefined)	5.6	-1.4	99.0	0.7	-1.2	3.8	-0.1	-4.8	-2.9	-6.9
Cc1cc(N2CCCCC2)ccc1C=C1C(=O)N(C)C(=S)N(C)C1=O	-0.1	-2.6	104.0	-1.7	14.3	1.3	6.7	-4.5	0.3	-0.9
O=C(N/N=C/c1c(O)n(Cc2ccccc2)c(=O)[nH]c1=O)c1ccncc1	-0.1	-0.4	97.0	-5.3	-4.9	0.5	1.7	-15.4	0.8	-1.6
O=C(Nc1c(F)cc(F)cc1F)c1cccn(Cc2ccccc2)c1=O	-0.2	2.9	101.0	5.5	0.5	-2.1	0.0	-4.1	-0.9	-7.0
OC(Cc1ccccc1)(c1ccccc1)C1CN2CCC1CC2 (centres undefined)	1.0	0.0	98.0	-8.6	9.4	3.2	-16.0	.	13.2	1.7
CCCCn1c(O)c(C(CC)=NCCN2CCOCC2)c(=O)[nH]c1=O	-0.3	-0.2	87.0	2.2	-3.6	2.9	-0.6	-4.0	1.2	-2.9
CC(=NCCCn1ccnc1)c1c(O)n(C2CCCCC2)c(=O)[nH]c1=O	-0.1	1.1	101.0	4.8	3.6	-2.4	-1.9	0.1	5.9	-12.3
O=P(Oc1ccccc1)(Oc1ccccc1)C(O)c1ccccc1 (centres undefined)	-0.3	-1.6	112.0	-6.5	3.1	2.8	2.4	-5.2	-4.2	-3.8
COC1C(C)OC(OC2CC(C)(O)Cc3cc4c(c(O)c32)C(=O)c2c(O)cc3c(c2C4=O)OC2OC3(C)C(O)C(N(C)C)C2O)C(OC)C1(C)OC (centres undefined)	0.0	-0.2	110.0	-2.7	-3.7	-12.1	-25.4	-11.3	2.8	-6.6
CC(C)C/C(=N/O)c1c[nH]c2ccccc12	-0.3	-1.4	108.0	2.4	-0.8	-1.2	-1.1	-5.0	-3.7	-5.4
O=C1NCN(c2ccccc2)C12CCN(C(c1ccnc3ccccc13)c1nnnn1C1CCCC1)CC2 (centres undefined)	-0.3	.	95.0	-2.7	.	-0.4	0.9	-8.1	1.2	.
Cn1cc(C(=O)NP(=O)(N2CCOCC2)N2CCOCC2)c2ccccc21	-0.1	-1.7	98.0	2.5	0.8	0.3	-11.6	0.6	12.4	13.6
CN(C)C(=Nc1ccccc1)P(=S)(N(C)C)N(C)C	0.2	-3.2	95.0	-4.3	3.8	-1.6	6.3	-6.4	-5.4	-3.7
C/C=C1/C[C@@H](C)[C@](O)(CO)C(=O)OCC2=CCN3CC[C@@H](OC1=O)[C@@H]23	0.2	-0.2	96.0	-6.0	0.9	1.3	0.8	-5.0	-2.8	0.5
O=c1c2ccccc2nc(/C=C/c2ccccc2)n1-c1ccccc1O	0.0	1.0	94.0	-2.1	1.5	-2.7	2.5	-4.0	10.8	-10.6
CCOC(=O)c1ccc(N=C(c2ccccc2)c2c(O)n(C)c(=O)n(C)c2=O)cc1	-0.1	-1.6	97.0	3.1	4.4	-0.1	-3.5	-5.0	-11.1	3.7
CC(C)CC(NC(=O)C1CCCCC1)C(=O)N1CCC2(CC1)OCCO2 (centres undefined)	-0.1	-1.7	98.0	-4.0	3.0	1.2	?	-5.3	-3.3	6.7
O=c1[nH]cnc2nc(-c3ccc(N(CCCl)CCCl)cc3)[nH]c12	0.0	9.8*	101.0	0.2	13.8	4.5	21.2	-5.8	-10.1	3.6
CC1CCCN1CCC(C(N)=O)(c1ccccc1)c1ccccc1 (centres undefined)	-0.2	0.4	101.0	2.1	-2.2	-2.6	-7.0	-1.0	7.3	-12.5
COC(=O)C1=C(c2cccc(OCc3ccccc3)c2)C[C@@H]2CC[C@H]1N2C(=O)NCc1cccc(F)c1	0.5	-1.3	98.0	2.4	8.1	-4.6	-3.5	-4.4	-3.2	-5.1
Cc1c(N=Cc2c(O)n(Cc3ccco3)c(=O)[nH]c2=O)c(=O)n(-c2ccccc2)n1C	0.3	-3.1	108.0	-1.3	1.1	-1.2	5.6	-5.3	-1.4	-2.3
N#CC(C#N)=NNc1ccc(-n2ccc(C(F)(F)F)n2)cc1	-0.1	0.3	85.0	11.5	6.0	-3.5	-10.7	-1.4	-16.2	22.6
COc1cccc(Oc2coc3cc(OC(=O)N(C)C)ccc3c2=O)c1	0.4	-1.7	97.0	-4.6	-3.6	-1.8	.	-20.5	-3.9	-12.8
CCc1nnc(NS(=O)(=O)c2ccc(N=Cc3c(O)n(-c4ccc(Cl)cc4)c(=O)[nH]c3=O)cc2)s1	0.4	-0.7	97.0	-2.2	-1.7	2.5	-2.4	12.9	11.5	-8.5
COC(=O)C1=C(c2ccccc2OCc2ccccc2)C[C@@H]2CC[C@H]1N2C(=O)NCCOc1ccccc1	0.1	1.1	87.0	-4.7	10.7	-5.2	-1.0	-11.7	-4.4	-2.6
COC(=O)C1=C(c2cc3ccccc3s2)C[C@@H]2CC[C@H]1N2C(=O)N1CCC(C)CC1	0.1	-0.9	102.0	-10.0	9.1	-3.9	-10.9	-10.9	-22.3	-2.3
Cc1nc2cc([N+](=O)[O-])ccc2c(=O)n1-c1cccc(Br)c1	0.1	-1.7	98.0	1.0	-1.1	1.7	-1.6	-14.1	-11.8	0.7
CC(C)(C)C(=O)Nc1ccc(S(=O)(=O)N2CC3CC(C2)c2cccc(=O)n2C3)cc1 (centres undefined)	0.1	-2.6	101.0	-3.4	8.1	2.1	-8.9	-2.7	6.6	1.7
O=C(C1CCC(=O)N1Cc1ccc(F)cc1)N1CCC2(CC1)OCCO2 (centres undefined)	-0.1	-1.1	100.0	-4.4	1.5	1.2	7.1	-5.2	1.9	0.4
CCN(CC)CC(O)c1ccc(C2CCCC2)cc1 (centres undefined)	0.1	-0.7	99.0	-0.7	15.5	-3.5	3.6	-3.0	-3.5	-5.9
COC(=O)C1=C(c2cc3ccccc3o2)C[C@@H]2CC[C@H]1N2C(=O)NCCNC(C)=O	0.0	-1.0	101.0	-4.0	1.6	-0.4	1.4	-10.6	5.1	-2.4
O=c1c2ccccc2nc(-c2ccccc2)n1-c1ccc(O)cc1	-0.2	-0.8	94.0	0.6	3.3	5.6	-15.2	2.9	-9.1	2.7
Cc1nc2ccc(Cl)cc2c(=O)n1-c1ccc([N+](=O)[O-])cc1	0.1	0.0	99.0	2.7	-1.7	1.2	18.9	-6.0	5.2	3.6
COc1ccc2c(c1OC)C(=O)OC2C1c2cc3c(cc2CCN1C)OCO3 (centres undefined)	-0.2	0.7	97.0	2.0	-3.3	1.8	8.8	-19.6	8.5	4.8
C=CCn1c(O)c(C=Nc2c(C)n(C)n(-c3ccccc3)c2=O)c(=O)[nH]c1=O	-0.1	0.1	99.0	-0.1	12.2	0.9	0.5	-3.4	14.1	2.3
COc1cc(/C=C/[N+](=O)[O-])ccc1OC(=O)c1cccnc1	-0.2	-3.1	93.0	-1.9	1.6	13.0	-4.3	-5.0	-14.3	-1.6
CCOCCN1CCC(OC(C)=O)C(C)C1 (centres undefined)	-0.2	-0.1	97.0	0.6	1.2	-3.1	-1.5	-5.0	-2.2	-0.5
O=C(CN1CCN(Cc2ccc(Cl)cc2)C1=O)N1CCC2(CC1)OCCO2	0.1	-0.1	95.0	0.3	8.2	-1.3	3.8	.	-15.5	-8.7
CC1CN1P(=O)(Oc1ccccc1)N1CC1C (centres undefined)	-0.2	-2.5	95.0	-2.3	10.7	0.7	8.2	-5.8	-1.9	-2.8
CN(C)S(=O)(=O)c1cc(NC(=O)C[N+]23CCN(CC2)CC3)ccc1Cl	-0.1	0.6	104.0	-1.0	0.2	4.6	0.3	-3.4	1.1	-2.0
CCOC(=O)C(O)(c1ccc(NC(=O)c2ccco2)c(OC)c1)C(F)(F)F (centres undefined)	0.3	-1.8	89.0	-1.0	8.7	0.7	-23.1	-2.9	-4.9	-15.2

Screening results: PubChem, several laboratories
